XBP1 UPR activ: adaptive UPR (XBP1) activation. 0.33% of 330,000 active. activation, % at 20 µM. CHO-XBP1 luciferase reporter, IRE1-XBP1 UPR activation, luminescence; percent of tunicamycin response, DMSO as zero. AID 463104;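 active = versus positive control, 20 µM dose yields 30% or more activation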;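 also: 100% = tunicamycin at 10 µg/mL and 0% = DMSO only wells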
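Material: IRE1-XBP1 luciferase reporter CHO line / Quantity: one thousand reporter cells per well / Buffer or medium: F12 with 10% serum / Compound: 20 µM single concentration, DMSO 1% / Times: 6 h treatment, 37 °C / Detection: Steady-Glo luciferase glow luminescence, 10 min after reagent addition / Benchmarks: tunicamycin high, DMSO low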
APJ antagonist: blocks the human apelin receptor APJ; 0.32% of 330,000 active; inhibition, % at 20 µM; AID 2521; CHO-K1 APJ beta-arrestin complementation, luminescence; P35414;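 active = inhibition above about 40% at 20 µM, limit read from the data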;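 also: cells challenged with 10 nM apelin-13 agonist together with compound; plate controls were apelin-13 plus DMSO wells for no effect and DMSO wells lacking apelin-13 for full effect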
Mdm2-MdmX inh: inhibitors of human Mdm2/MdmX interaction; O15151+Q00987; SaOS-2 split-luciferase Mdm2/MdmX complementation, luminescence; inhibition, % at 8 µM; 3% of 330,000 active;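 active = inhibition of at least 50% at 8 µM in the primary screen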
Target sequence (O15151 whole entry, looked up): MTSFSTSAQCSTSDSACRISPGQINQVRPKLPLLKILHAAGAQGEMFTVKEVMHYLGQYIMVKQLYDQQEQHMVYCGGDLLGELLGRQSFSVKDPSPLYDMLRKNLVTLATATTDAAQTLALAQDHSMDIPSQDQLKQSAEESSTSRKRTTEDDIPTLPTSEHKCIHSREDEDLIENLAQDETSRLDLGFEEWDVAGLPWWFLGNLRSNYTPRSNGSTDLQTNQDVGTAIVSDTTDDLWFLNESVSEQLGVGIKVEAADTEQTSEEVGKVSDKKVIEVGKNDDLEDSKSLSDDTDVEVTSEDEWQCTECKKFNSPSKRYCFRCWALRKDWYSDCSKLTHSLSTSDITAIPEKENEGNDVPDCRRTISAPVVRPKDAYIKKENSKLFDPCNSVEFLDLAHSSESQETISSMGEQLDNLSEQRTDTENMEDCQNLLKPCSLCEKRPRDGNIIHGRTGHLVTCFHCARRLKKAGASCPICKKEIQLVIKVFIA
Target sequence (Q00987 whole entry, looked up): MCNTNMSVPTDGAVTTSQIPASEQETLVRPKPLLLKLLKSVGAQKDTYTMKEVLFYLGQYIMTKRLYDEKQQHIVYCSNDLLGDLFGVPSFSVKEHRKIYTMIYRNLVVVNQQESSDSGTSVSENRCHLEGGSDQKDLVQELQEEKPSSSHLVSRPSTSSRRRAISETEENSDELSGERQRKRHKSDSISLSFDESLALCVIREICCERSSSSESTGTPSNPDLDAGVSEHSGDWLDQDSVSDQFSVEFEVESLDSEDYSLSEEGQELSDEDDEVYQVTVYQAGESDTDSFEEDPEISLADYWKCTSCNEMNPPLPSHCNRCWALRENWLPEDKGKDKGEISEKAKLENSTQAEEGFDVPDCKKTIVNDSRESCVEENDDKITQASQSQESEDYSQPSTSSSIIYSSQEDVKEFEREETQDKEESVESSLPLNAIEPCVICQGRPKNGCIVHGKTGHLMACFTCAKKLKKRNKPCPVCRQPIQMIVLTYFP
EBI2 block: blocks human EBI2 receptor beta-arrestin signaling; P32249; EBI2 beta-arrestin recruitment, luminescence, 7a,25-OHC stimulated; inhibition, % at 5 µM; 0.81% of 360,000 active; in the data active = inhibition above about 38%;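 also: enzyme fragment complementation signal reports receptor beta-arrestin coupling in cells; 0% = agonist plus DMSO wells and 100% = wells without agonist; some results beyond the cut were filed as inactive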
UPR CHOP act: apoptotic UPR (CHOP) activation. CHO-CHOP luciferase reporter, luminescence; percent of tunicamycin response over DMSO baseline. 0.34% of 330,000 active. activation, % at 10 µM. AID 449763;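 active = at 10 µM dose, activation of 40% or more, normalized to positive control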;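 also: 100% = tunicamycin at 10 µg/mL and 0% = DMSO alone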
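Assay system: CHO-CHOP cells, stable luciferase reporter of PERK-eIF2a-CHOP signalling / Buffer or medium: F12 plus 10% serum / Compound dosing: one dose, 10 µM in 0.5% DMSO / Times: 6 h compound treatment, 37 °C / Technique: luciferase luminescence / Read-out: % reporter activation, DMSO baseline versus tunicamycin full activation / Benchmarks: tunicamycin and DMSO controls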
CCR6 antagonist: blocks CCL20-driven beta-arrestin recruitment at human CCR6. CHO-K1 CCR6 PathHunter beta-arrestin, luminescence, CCL20-stimulated. 0.49% of 340,000 active. inhibition, % at 20 µM. P51684;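 active = compounds whose inhibition of the agonist-driven luminescence signal at 20 µM reaches about 50%, limit read from the data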;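 also: cells stimulated with CCL20 at 14 nM final; plate controls were DMSO with CCL20 for no effect and DMSO without agonist for full effect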
CXCR6 block: CXCR6 (human) receptor inhibition; AID 602244; inhibition, % at 20 µM; 0.36% of 360,000 active; CHO-K1 PathHunter CXCR6 beta-arrestin, luminescence; O00574; in the data active = inhibition above about 34%, passing the limit was not always enough;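 also: antagonist mode with CXCL16 agonist at 10 nM final; 0% = 10 nM CXCL16 with DMSO and 100% = unstimulated wells without agonist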
tim23-1 inh: tim23-1 yeast growth inhibition; S. cerevisiae tim23-1 growth, BacTiter-Glo luminescence, 24 h; 1.3% of 330,000 active; inhibition, % at 20 µM;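 active = growth inhibition of the mutant yeast at or above 50%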;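 also: temperature-sensitive mutant grown at 25 °C; plate controls were DMSO-treated mutant yeast for no effect and medium wells lacking yeast for full effect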
APJ agonist: activates the human apelin receptor APJ. CHO-K1 APJ PathHunter beta-arrestin, luminescence; 0% DMSO wells, 100% apelin. activation, % at 20 µM. 0.11% of 330,000 active. AID 2520;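 active = activation more than six SD over the plate average, tested at 20 µM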;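 also: 0% = DMSO alone and 100% = apelin-13 at 10 nM; some results filed as inactive read as strong as hits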
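Assay system: CHO-K1 cells stably expressing ProLink-tagged human APJ and arrestin–beta-gal acceptor. Compound dosing: 20 µM single point, 1% DMSO. Times: 16-18 h seeding, 90 min dark compound exposure, 60 min detection. Detection: beta-gal luminescence. Evaluation: APJ–arrestin association signal. Controls: negative DMSO alone, positive Apelin-13 at 10 nM.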
* hit, by the source's call.

`Cc1cccc(NC(=O)C2CCCN(S(=O)(=O)c3c(C)nn(C)c3C)C2)n1` (stereo not given) gave XBP1 UPR activ 1, APJ antagonist -72, Mdm2-MdmX inh 32, EBI2 block -2, UPR CHOP act -0.8, CCR6 antagonist -7, CXCR6 block -3, tim23-1 inh 0 and APJ agonist -2.
`O=[N+]([O-])c1cccc(-c2nc3ccccc3s/c2=N/O)c1` gave XBP1 UPR activ 5, APJ antagonist 9, Mdm2-MdmX inh 12, EBI2 block 7, UPR CHOP act 1.5, CCR6 antagonist 15, CXCR6 block 4, tim23-1 inh 82* and APJ agonist -3.
For C[C@@]1([C@@H](NC(=O)c2cccs2)c2ccc(-c3ccccc3)cc2)C[C@H]1C1CCCCC1 the results were XBP1 UPR activ 0, APJ antagonist 21, Mdm2-MdmX inh 19, EBI2 block -17, UPR CHOP act 0.0, CCR6 antagonist -4, CXCR6 block 2, tim23-1 inh -5 and APJ agonist -4.
For CC(C)COc1nc2c(c(=O)n(C)c(=O)n2C)n1C the results were XBP1 UPR activ -2, APJ antagonist -10, Mdm2-MdmX inh -5, EBI2 block 1, UPR CHOP act -1.0, CCR6 antagonist 4, CXCR6 block 0, tim23-1 inh 6 and APJ agonist -4.
Screening CC1=NN(c2cccc(Cl)c2)C(=O)C1 returned XBP1 UPR activ -1, APJ antagonist 8, Mdm2-MdmX inh -12, EBI2 block 2, UPR CHOP act -0.9, CCR6 antagonist 5, CXCR6 block 8, tim23-1 inh 29 and APJ agonist -1.
Screening CCN(Cc1ccccc1)S(=O)(=O)c1cc(C(=O)c2c(N)n(C)c(=O)n(C)c2=O)ccc1OC returned XBP1 UPR activ -5, APJ antagonist 14, Mdm2-MdmX inh 2, EBI2 block 0, UPR CHOP act -0.3, CCR6 antagonist 12, CXCR6 block -1, tim23-1 inh -2 and APJ agonist -3.
For CCN1C(=O)[C@H]2[C@@H](c3ccc(-c4ccc(OC)cc4)c(OC)c3)N3CCCC[C@@]3(C(=O)OC)[C@H]2C1=O the results were XBP1 UPR activ -2, APJ antagonist 10, Mdm2-MdmX inh 16, EBI2 block 9, UPR CHOP act -0.5, CCR6 antagonist 10, CXCR6 block 0, tim23-1 inh 30 and APJ agonist 3.
Cc1cccc(NC(=O)c2cccc(N3C(=O)C4C5CCC(C5)C4C3=O)c2)c1C (stereo not given) was read as XBP1 UPR activ -2, APJ antagonist 11, Mdm2-MdmX inh -8, EBI2 block -3, UPR CHOP act 0.8, CCR6 antagonist 4, CXCR6 block -4, tim23-1 inh 10 and APJ agonist -2.
For C[C@H](NC(=O)OC(C)(C)C)C(=O)N/N=C/C1=Cc2ccccc2OC1 the results were XBP1 UPR activ -2, APJ antagonist 9, Mdm2-MdmX inh 5, EBI2 block 3, UPR CHOP act -0.9, CCR6 antagonist -7, CXCR6 block 2, tim23-1 inh 18 and APJ agonist 0.
`O=C(Cn1nc([N+](=O)[O-])nc1Br)NC1CCCCC1` gave XBP1 UPR activ -3, APJ antagonist -8, Mdm2-MdmX inh -7, EBI2 block 12, UPR CHOP act 1.1, CCR6 antagonist -10, CXCR6 block -11, tim23-1 inh 4 and APJ agonist 2.
COc1ccc2oc(=Nc3ccccc3)c(-c3nc4ccccc4[nH]3)cc2c1 was read as XBP1 UPR activ 17, APJ antagonist -18, Mdm2-MdmX inh 88*, EBI2 block -5, UPR CHOP act 17, CCR6 antagonist 22, CXCR6 block -8, tim23-1 inh -13 and APJ agonist -4.
For O=C(Cc1ccccc1[N+](=O)[O-])N/N=C/c1cccnc1 the results were XBP1 UPR activ -6, APJ antagonist -1, Mdm2-MdmX inh 4, EBI2 block 3, UPR CHOP act 0.6, CCR6 antagonist 2, CXCR6 block -5, tim23-1 inh 11 and APJ agonist -2.
`COc1ccccc1NS(=O)(=O)c1ccc(C)c(C(=O)NCC2(N(C)C)CCCCC2)c1` gave XBP1 UPR activ -2, APJ antagonist 2, Mdm2-MdmX inh 2, EBI2 block 0, UPR CHOP act -0.8, CCR6 antagonist 5, CXCR6 block -9, tim23-1 inh -2 and APJ agonist -4.
`CCc1nnc(NS(=O)(=O)c2ccc(NC(=S)NC(=O)/C=C/c3ccccc3)cc2)s1` gave XBP1 UPR activ -2, APJ antagonist 26, Mdm2-MdmX inh 14, EBI2 block 10, UPR CHOP act 1.0, CCR6 antagonist 26, CXCR6 block 8, tim23-1 inh 4 and APJ agonist 0.
`O=C(CSc1nnc(Cc2ccccc2)o1)Nc1ccc(Br)cn1` gave XBP1 UPR activ 1, APJ antagonist 10, Mdm2-MdmX inh 3, EBI2 block -6, UPR CHOP act 1.4, CCR6 antagonist -1, CXCR6 block 1, tim23-1 inh -24 and APJ agonist 2.
For CCC1CCCCN1CCCNC(=O)Cn1ncc2c(C)n(Cc3ccccc3Cl)c(C)c2c1=O (stereo not given) the results were XBP1 UPR activ -1, APJ antagonist 22, Mdm2-MdmX inh 17, EBI2 block 5, UPR CHOP act 0.9, CCR6 antagonist 10, CXCR6 block 14, tim23-1 inh 3 and APJ agonist -3.
Screening CCCS(=O)(=O)c1nc(S(=O)(=O)c2ccc(C)cc2)c(NCCN2CCOCC2)s1 returned XBP1 UPR activ 1, APJ antagonist 19, Mdm2-MdmX inh 22, EBI2 block 13, UPR CHOP act -0.8, CCR6 antagonist 4, CXCR6 block 9, tim23-1 inh 17 and APJ agonist -1.
O=C(OCCOCCN=C1NS(=O)(=O)c2ccccc21)c1ccccc1Br was read as XBP1 UPR activ 5, APJ antagonist -9, Mdm2-MdmX inh 3, EBI2 block -16, UPR CHOP act 1.2, CCR6 antagonist 4, CXCR6 block 4, tim23-1 inh 2 and APJ agonist -3.
Screening Cc1cc(C)c(S(=O)(=O)NCCSCc2ccco2)c(C)c1 returned XBP1 UPR activ -1, APJ antagonist 19, Mdm2-MdmX inh -15, EBI2 block 4, UPR CHOP act -1.3, CCR6 antagonist 16, CXCR6 block 4, tim23-1 inh 26 and APJ agonist -3.
N#C/C(=C/c1ccc(-c2cc([N+](=O)[O-])ccc2Cl)o1)C(N)=O was read as XBP1 UPR activ 0, APJ antagonist -13, Mdm2-MdmX inh 5, EBI2 block 11, UPR CHOP act 0.5, CCR6 antagonist 9, CXCR6 block 5, tim23-1 inh 2 and APJ agonist 0.

Two compounds picked at random from those above, as already listed:
`Cc1cccc(NC(=O)C2CCCN(S(=O)(=O)c3c(C)nn(C)c3C)C2)n1` (stereo not given) gave XBP1 UPR activ 1, APJ antagonist -72, Mdm2-MdmX inh 32, EBI2 block -2, UPR CHOP act -0.8, CCR6 antagonist -7, CXCR6 block -3, tim23-1 inh 0 and APJ agonist -2.
Cc1cccc(NC(=O)c2cccc(N3C(=O)C4C5CCC(C5)C4C3=O)c2)c1C (stereo not given) was read as XBP1 UPR activ -2, APJ antagonist 11, Mdm2-MdmX inh -8, EBI2 block -3, UPR CHOP act 0.8, CCR6 antagonist 4, CXCR6 block -4, tim23-1 inh 10 and APJ agonist -2.

Remaining list, next part
For COC(=O)C1=C(C)NC(=O)C1(NC(=O)c1cccnc1)C(F)(F)F (stereo not given) the results were XBP1 UPR activ 0, APJ antagonist -7, Mdm2-MdmX inh 16, EBI2 block -1, UPR CHOP act 0.6, CCR6 antagonist -10, CXCR6 block 1, tim23-1 inh -5 and APJ agonist -7.
For O=C(CC1SC(N2CCOCC2)=NC1=O)Nc1ccccc1F (stereo not given) the results were XBP1 UPR activ 0, APJ antagonist -2, Mdm2-MdmX inh -1, EBI2 block -13, UPR CHOP act 0.7, CCR6 antagonist 1, CXCR6 block -1, tim23-1 inh 6 and APJ agonist -2.
CCOC(=O)CN1C(=O)S/C(=C/c2cc(C)n(-c3ccccn3)c2C)C1=O was read as XBP1 UPR activ 7, APJ antagonist 11, Mdm2-MdmX inh -65, EBI2 block 9, UPR CHOP act 6.1, CCR6 antagonist 11, CXCR6 block 8, tim23-1 inh 16 and APJ agonist -2.
For O=C(COc1nsnc1N1CCOCC1)Nc1cccc(Cl)c1 the results were XBP1 UPR activ -1, APJ antagonist -8, Mdm2-MdmX inh -4, EBI2 block 0, UPR CHOP act 1.0, CCR6 antagonist 10, CXCR6 block -16, tim23-1 inh 20 and APJ agonist -2.
`CCOc1ccc(S(=O)(=O)N2c3ccccc3CC2C)cc1` (stereo not given) gave XBP1 UPR activ 7, APJ antagonist 9, Mdm2-MdmX inh 40, EBI2 block -1, UPR CHOP act -1.2, CCR6 antagonist 15, CXCR6 block 2, tim23-1 inh 5 and APJ agonist -6.
Screening CN1CCN(c2ccc(NC(=O)N3CCc4ccccc43)cc2)CC1 returned XBP1 UPR activ -8, APJ antagonist -1, Mdm2-MdmX inh 16, EBI2 block -11, UPR CHOP act -8.2, CCR6 antagonist 3, CXCR6 block 1, tim23-1 inh -4 and APJ agonist 2.
Screening CC(=O)Nc1ccc(S(=O)(=O)NCC(=O)OCC(=O)NC(=O)C2CCCCC2)cc1 returned XBP1 UPR activ -4, APJ antagonist 4, Mdm2-MdmX inh 3, EBI2 block -9, UPR CHOP act -0.4, CCR6 antagonist -5, CXCR6 block -1, tim23-1 inh -3 and APJ agonist -2.
For CCOc1ccc(NC(=O)CSc2nc3ccccc3nc2N2CCOCC2)cc1 the results were XBP1 UPR activ -5, APJ antagonist 11, Mdm2-MdmX inh -7, EBI2 block 2, UPR CHOP act -1.0, CCR6 antagonist 2, CXCR6 block 15, tim23-1 inh 3 and APJ agonist -4.
COc1ccc2oc(-c3ccc(NC(=O)c4ccc(N5CCOCC5)c([N+](=O)[O-])c4)cc3)nc2c1 was read as XBP1 UPR activ 64*, APJ antagonist -5, Mdm2-MdmX inh 56*, EBI2 block -9, UPR CHOP act 3.4, CCR6 antagonist 4, CXCR6 block 6, tim23-1 inh -42 and APJ agonist 10.
`CCN(Cc1ccncc1)C(=O)c1ccc(Br)o1` gave XBP1 UPR activ -1, APJ antagonist -2, Mdm2-MdmX inh 1, EBI2 block -4, UPR CHOP act -1.1, CCR6 antagonist -9, CXCR6 block 5, tim23-1 inh -13 and APJ agonist -6.
Screening O=c1c2c3c(sc2n2cnnc2n1CCc1ccccc1)CCCC3 returned XBP1 UPR activ 4, APJ antagonist 17, Mdm2-MdmX inh -7, EBI2 block 9, UPR CHOP act 3.6, CCR6 antagonist 1, CXCR6 block -3, tim23-1 inh 28 and APJ agonist -3.
Screening COc1cc(/C=N/OCC(=O)NC23CC4CC(CC(C4)C2)C3)ccc1OCc1ccccc1 returned XBP1 UPR activ 3, APJ antagonist -12, Mdm2-MdmX inh 31, EBI2 block 45*, UPR CHOP act 2.2, CCR6 antagonist 34, CXCR6 block 11, tim23-1 inh 19 and APJ agonist -2.
Screening O=C(CSc1nnc(C2COc3ccccc3O2)o1)NC1CCCCC1 (stereo not given) returned XBP1 UPR activ 6, APJ antagonist 8, Mdm2-MdmX inh -9, EBI2 block 3, UPR CHOP act 1.3, CCR6 antagonist -6, CXCR6 block -1, tim23-1 inh 18 and APJ agonist -3.

The list is partial. The share of hits here may be higher or lower than overall.
